High-throughput results from PubChem.
hIAP act – human IAP activation. purified human IAP, CDP-Star luminescence, 30 min; active compounds read high; 1 = vehicle-only enzyme, 0 = enzyme-free background. activation factor at 10 µM. actives 0.16% (n = 330,000);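 active = activation factor of the enzyme at least 2-fold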; also: the source names both 10 and 20 µM as test concentration; values of inactives mirror those of a sister screen read the other way
Target sequence (P09923 whole entry, looked up): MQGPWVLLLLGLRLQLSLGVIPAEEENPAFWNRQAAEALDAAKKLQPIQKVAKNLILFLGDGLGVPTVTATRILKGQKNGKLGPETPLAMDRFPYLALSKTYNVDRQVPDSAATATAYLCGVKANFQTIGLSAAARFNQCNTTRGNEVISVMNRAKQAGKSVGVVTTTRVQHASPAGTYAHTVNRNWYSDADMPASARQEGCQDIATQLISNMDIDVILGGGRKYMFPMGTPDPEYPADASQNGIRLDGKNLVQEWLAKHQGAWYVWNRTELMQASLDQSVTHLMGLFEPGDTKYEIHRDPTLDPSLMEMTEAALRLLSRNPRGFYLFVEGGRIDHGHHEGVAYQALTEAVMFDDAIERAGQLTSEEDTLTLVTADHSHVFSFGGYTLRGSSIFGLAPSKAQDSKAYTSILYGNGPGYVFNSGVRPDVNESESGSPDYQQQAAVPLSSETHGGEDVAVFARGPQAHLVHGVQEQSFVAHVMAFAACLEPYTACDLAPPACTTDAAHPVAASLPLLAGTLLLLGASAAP
APOBEC3A inh – blocks human APOBEC3A ssDNA deamination | actives 0.41% (n = 330,000) | recombinant A3A, FAM/TAMRA ssDNA deamination fluorescence | AID 493011 | inhibition, % at 20 µM;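 active = at least 40% inhibition at 20 µM here, with at most 30% in a related deaminase screen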;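 also: plate controls were A3A with DMSO for no effect and wells lacking A3A enzyme for full effect; some results filed as inactive read as strong as hits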
Target sequence (P31941 whole entry, looked up): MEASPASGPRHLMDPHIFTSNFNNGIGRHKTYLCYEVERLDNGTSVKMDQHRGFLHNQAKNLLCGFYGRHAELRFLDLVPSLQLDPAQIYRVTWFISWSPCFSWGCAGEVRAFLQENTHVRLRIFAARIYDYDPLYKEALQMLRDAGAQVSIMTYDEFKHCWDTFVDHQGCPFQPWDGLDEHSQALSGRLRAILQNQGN
mIAP inh – blocks mouse intestinal alkaline phosphatase | inhibition, % at 10 µM | purified mouse IAP, CDP-Star luminescence, 30 min | actives 0.2% (n = 330,000) | AID 2806;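 active = inhibition of at least 40% at 10 µM in the primary screen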;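 also: plate controls were DMSO with enzyme for no effect and no enzyme wells for full effect; values of inactives mirror those of a sister screen read the other way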
mIAP act – increases mouse intestinal alkaline phosphatase activity; actives 0.24% (n = 330,000); muIAP, CDP-Star luminescence, 30 min; active compounds read high; 1 = vehicle-only enzyme signal, 0 = enzyme-free wells; AID 2805; activation factor at 10 µM;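 active = activation factor of at least 2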; also: the source names both 10 and 20 µM as test concentration; values of inactives mirror those of a sister screen read the other way
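Assay system: mouse IAP enzyme / Compound: DMSO-dissolved test compounds / Timing: 30 min, room temperature / Measured by: luminescence from enzymatic CDP-Star hydrolysis / Control set: DMSO-only wells, enzyme-free buffer wells as negative control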
NLRP3 yeast inh – blocks the NALP3 inflammasome reconstituted in yeast. Yeast reconstituted NLRP3/ASC/caspase-1, beta-gal luminescence, 24 h. inhibition, % at 10 µM. actives 0.39% (n = 330,000). AID 2825;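 active = inhibition of 50% or more; inactive = inhibition below 50%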;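 also: plate controls were induced DMSO wells for no effect and uninduced yeast grown without galactose for full effect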
MIN6 prolif – MIN6 beta-cell proliferation induction; actives 0.29% (n = 330,000); MIN6 cells proliferation, ATPlite luminescence, 48 h; cells starved in 0.2% serum; 100% = growth in 10% serum; proliferation, % at 10 µM;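 active = compounds whose signal lies at least 3.5 SD above the mean of all wells on their plate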;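 also: 0% = DMSO-treated cells in low-serum medium and 100% = 10% serum control; some compounds called inactive have numbers as strong as hits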
hIAP inh – human IAP inhibition; P09923; purified IAP, CDP-Star luminescence, 30 min; inhibition, % at 10 µM; actives 0.12% (n = 330,000); AID 2544;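 active = inhibition reaching a set limit with compound at 10 µM in the primary screen, cut at about 35% in these data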;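 also: plate controls were DMSO wells with enzyme for no effect and no-enzyme buffer wells for full effect; values of inactives mirror those of a sister screen read the other way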
SENP1 FRET inh – inhibitors of human SENP1 SUMO protease catalytic domain; AID 624204; recombinant SENP1 catalytic domain, CyPet-SUMO1-YPet FRET cleavage; inhibition, % at 10 µM; actives 0.21% (n = 360,000);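 active = inhibition at least 30% at 10 µM, raw YFP signal under a set limit, fluorescence ratio 0.5 to 1.5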;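 also: 0% = enzyme with DMSO and 100% = no enzyme wells; some results filed as inactive read as strong as hits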
Target sequence (Q9P0U3 419-644 limits assumed): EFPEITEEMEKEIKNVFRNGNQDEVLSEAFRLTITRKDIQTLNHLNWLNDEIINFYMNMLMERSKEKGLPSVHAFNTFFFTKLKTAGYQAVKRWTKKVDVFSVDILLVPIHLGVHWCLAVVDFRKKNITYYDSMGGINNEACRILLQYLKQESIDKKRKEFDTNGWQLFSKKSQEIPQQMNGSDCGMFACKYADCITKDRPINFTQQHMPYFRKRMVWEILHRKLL
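Test system: recombinant human SENP1 catalytic domain, His6-tagged / Medium: pH 8 Tris buffer with EDTA, NaCl, BME, BSA, NP40, catalase / Also added: SUMO1 FRET substrate flanked by Cypet and Ypet, 25 nM / Times: 50 min reaction at room temperature / Signal: FRET, CFP and YFP emission / Control set: no-enzyme low control and enzyme-plus-DMSO high control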
APOBEC3G inh – inhibitors of human APOBEC3G DNA deaminase | Q9HC16 | recombinant A3G, ssDNA deamination FAM/TAMRA fluorescence | inhibition, % at 20 µM | actives 0.28% (n = 330,000);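 active = inhibition of at least 40% at 20 µM, with no more than 30% in the related APOBEC3A deaminase screen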;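 also: plate controls were DMSO wells with A3G for no effect and wells lacking A3G enzyme for full effect; some compounds called inactive have numbers as strong as hits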
Numbers without * were called inactive; . = no result given; & = joins results of further samples. A portion of the library; rates above refer to the full screens.

mol	hIAP act	APOBEC3A inh	mIAP inh	mIAP act	NLRP3 yeast inh	MIN6 prolif	hIAP inh	SENP1 FRET inh	APOBEC3G inh
CC(=O)c1ccc(NC(=O)C(C)Sc2nnc(C3CCCCC3)o2)cc1 (configuration not stated)	1.21	-2.1	-0.3	1	4.6	-1.8	-20.7	.	-5.4
Cc1cc(C)c2c(-n3cccc3)c(C(=O)NNS(=O)(=O)c3ccccc3)sc2n1	1.1	-2.3	-14.6	1.15	5.1	-2.0	-9.9	-1.7	-4.9
CC(Sc1nnc(-c2ccco2)n1C)C(=O)Nc1ccc(N2CCOCC2)cc1 (configuration not stated)	0.922	-3.6	6.7	0.933	18.9	-1.0	7.8	-0.1	-7.0
Cc1cccc(C)c1NC(=O)CN(C)C(=O)c1ccc2c(=O)n3c(nc2c1)CCC3	0.985	-2.2	4.1	0.959	1.5	2.2	1.5	-0.1	-8.4
COc1ccc(C2CC(=O)c3cc(OC)c(OC)cc32)cc1OC (configuration not stated)	0.707	-3.0	-7.9	1.08	-6.9	-0.4	29.3	3.2	-8.1
CCc1ccc(CN(C)C(=O)C2CCC(=O)N(CCc3ccc(OC)cc3)C2)nc1 (configuration not stated)	1.23	-4.2	-2.1	1.02	4.2	0.5	-22.6	0.5	-8.5
O=C(Nc1nc2c(F)cccc2s1)c1ccc([N+](=O)[O-])o1	1.05	-1.2	7.6	0.924	8.2	-6.2	-5.5	-2.3	-1.1
CCN(CCCNC(=O)C1CCC(=O)N1C1CCCC1)c1cccc(C)c1 (configuration not stated)	1.11	-6.8	3.3	0.967	1.5	-2.9	-11.0	0.0	-6.3
Cc1cc(=O)oc2c(C)c(OCC(=O)NC3CC(C)(C)NC(C)(C)C3)ccc12	1.16	-0.4	-3.3	1.03	1.5	-4.5	-15.7	-1.2	-1.4
O=[N+]([O-])c1ccc2nc(-c3ccc(OC(F)F)cc3)cn2c1	0.938	6.4	-6.5	1.06	26.7	-2.9	6.2	-12.1	0.2
COCCCNC(=S)Nc1ccc(N2CCCCC2)cc1	1.03	0.1	3.9	0.961	-11.8	-2.2	-2.7	0.5	-5.6
CCN(C(=O)CSc1nncs1)c1c(N)n(Cc2ccccc2)c(=O)[nH]c1=O	0.988	2.6	1.7	0.983	-7.0	-1.3	1.2	-0.5	0.4
Cc1n[nH]c(=S)n1/N=C/c1ccc(OCc2ccc(Cl)cc2)cc1	1.24	-1.3	4.6	0.954	27.4	-2.7	-24.3	1.3	-3.1
COc1ccc(-c2noc(=O)[nH]2)cc1	0.823	-2.2	12.3	0.877	12.7	0.0	17.7	-0.7	-9.9
CNC(=O)CSc1nc2cccnc2n1C1CCCCC1	1.22	-6.2	-5.2	1.05	10.7	0.0	-21.6	-0.1	-3.2
CCc1cccc(N(C(=O)c2csnn2)C(C(=O)NC2CCCC2)c2cccnc2)c1 (configuration not stated)	0.875	0.6	6.6	0.934	22.1	-2.0	12.5	0.2	-9.1
COc1ccccc1Nc1ncccc1C(=O)O	0.951	-2.0	-12.0	1.12	-17.8	-2.1	4.9	-1.2	-7.1
Nc1ccc(S(=O)(=O)N2CCCC2)cc1	0.934	0.6	-14.3	1.14	-6.5	-2.5	6.6	-1.0	-3.8
O=C(O)CSCc1cnn(-c2ccccc2)c1-n1cccc1	0.841	1.8	4.7	0.953	11.3	-2.2	15.9	-1.2	-1.6
O=C1C(Cc2ccccc2)Nc2ncnc(N3CCOCC3)c2N1Cc1ccc(Br)cc1 (configuration not stated)	0.988	-2.3	-0.4	1	18.9	-6.7	1.2	-5.8&-1.4	-2.6
CCCc1cc(=O)oc2cc(C)cc(OCC(=O)NC3CC3)c12	0.97	-2.2	1.0	0.99	3.2	4.9	3.0	0.4	-2.1
O=C(c1ccc2c(c1)[nH]c(=S)n1c3ccccc3nc21)N1CCN(c2ncccn2)CC1	0.927	-1.7	11.5	0.885	10.8	0.2	7.3	-0.8	-2.0
Cc1cc(C)cc(C(=O)N(CCc2ccccc2)C2=CC3CCC(C2)N3C)c1 (configuration not stated)	1.02	-0.1	-0.1	1	9.8	-5.5	-2.2	2.1	-3.1
COc1ccc2c(CC(=O)OCC(=O)Nc3ccccc3[N+](=O)[O-])coc2c1	0.896	-3.5	12.4	0.876	15.1	1.5	10.4	1.0	-1.2
Cc1nn(C)c(NC(=O)c2ccc([N+](=O)[O-])cc2)c1Cl	1.1	1.1	3.0	0.97	20.0	-2.3	-10.2	3.0	-4.7

(further entries)
mol	hIAP act	APOBEC3A inh	mIAP inh	mIAP act	NLRP3 yeast inh	MIN6 prolif	hIAP inh	SENP1 FRET inh	APOBEC3G inh
Cn1nnnc1SCC(=O)N1N=C(c2ccc(Cl)cc2)CC1c1ccco1 (configuration not stated)	0.998	-6.9	6.2	0.938	1.1	-0.2	0.2	-3.0	-9.9
Cc1cc2c(cc1S(N)(=O)=O)S(=O)(=O)CCC2	0.826	-2.4	-2.1	1.02	17.1	-2.4	17.4	-0.3	-3.5
Cc1ccc(S(=O)(=O)N2CCN(C(=O)COc3ccc(NC(=O)c4ccco4)cc3)CC2)cc1	1.1	-2.2	-3.8	1.04	4.3	-0.8	-9.6	-1.7	2.8
CCOC(=O)c1nc(-c2ccccc2)oc1N(C)C	1.02	-2.6	3.0	0.97	14.5	-3.0	-1.9	-1.3	-6.1
CCN(CC)CCC#CC(O)(c1ccccc1)c1ccccc1	0.959	-3.4	3.9	0.961	9.0	-2.1	4.1	2.3	-8.3
CCOc1ccc(N2CC(C(=O)Nc3ccc(N4CCOCC4)cc3)CC2=O)cc1 (configuration not stated)	1.23	5.5	-7.8	1.08	11.4	-4.1	-23.0	3.5	1.0
CC(=O)c1ccc(NC(=O)c2onc(C)c2Cl)cc1	1.04	1.9	3.0	0.97	11.4	-1.0	-4.3	1.6	-4.3
CC(c1ccon1)N(C)Cc1cn[nH]c1-c1ccc(F)cc1F (configuration not stated)	1.19	-4.0	-8.7	1.09	-18.5	-3.0	-18.8	-0.6	-3.2
COc1ccc(-c2[nH]ncc2CN(C)C(C)c2cccs2)c(F)c1 (configuration not stated)	1.18	-1.2	3.8	0.962	15.5	4.5	-18.0	3.0	-5.4
COc1ccc(-c2cc3cc(OC)c(OC)cc3c(C)n2)cc1C	0.864	0.9	-1.2	1.01	9.3	2.6	13.6	-0.8	-8.2
CCN(CC)S(=O)(=O)c1ccc(Cl)c(NC(=O)COC(=O)c2cccn2C)c1	1.32	-3.5	-17.0	1.17	2.9	1.1	-31.6	0.6	-3.8
Cc1cc(C)nc(OC(C(=O)O)C(OCC(C)C)(c2ccccc2)c2ccccc2)n1 (configuration not stated)	1.14	-2.3	-3.9	1.04	25.3	-2.1	-13.9	-1.6	1.1
O=C(N/N=C/C=C/c1ccccc1)c1ccncc1	0.929	-2.4	0.5	0.995	12.7	0.0	7.1	1.4	-6.7
Cc1cc(C)nc(SCc2cccc(C(=O)O)c2)n1	0.875	27.1	-0.6	1.01	1.6	-0.9	12.5	-0.6	-0.5
Cc1cc(OCCOCCN2CCCC2)ccc1C(C)C	0.875	3.5	-2.7	1.03	5.9	-1.8	12.5	0.5	1.4
CCOC(=O)C1CCCCN1C(=O)CCc1c(C)nc2cc(-c3ccccc3)nn2c1C (configuration not stated)	0.944	-0.6	11.2	0.888	24.4	2.7	5.6	0.0	-1.7
O=C(COC(=O)/C=C/c1ccccc1)Nc1ccc(Cl)cn1	1.23	-2.5	1.0	0.99	15.1	-2.3	-22.6	-8.2	-1.1
CC(C)Cc1nn2c(=O)cc(O)nc2s1	1.12	-0.6	4.6	0.954	7.6	-1.1	-12.4	-16.1	3.2
CCn1c(SCC(=O)Nc2nc(C)cs2)nnc1-c1ccncc1	0.951	-0.6	0.7	0.993	2.3	0.0	4.9	1.2	-9.6
CCN(C(=O)CSc1ncn[nH]1)c1c(N)n(Cc2ccccc2)c(=O)[nH]c1=O	1.03	-2.5	7.1	0.929	5.2	-3.8	-3.5	-2.8	-7.8
CCCC(=O)NC1CCCc2c1cnn2-c1ccc(C)c(C)c1 (configuration not stated)	1.17	-1.5	-3.2	1.03	16.7	-1.1	-16.7	-1.7	-2.8
CCCC(=O)N1CCN(c2nnc(-c3ccc(C)cc3)c3ccccc23)CC1	0.938	-5.7	8.6	0.914	16.7	-2.3	6.2	-1.5	-2.9
CCc1ccc(C(=O)COC(=O)CNC(=O)c2ccc(Br)o2)cc1	1.1	-2.2	2.0	0.98	9.3	8.7	-10.0	0.9	-3.2
COc1ccc(N2C(=O)CC(N(C)CCc3ccc(OC)c(OC)c3)C2=O)cc1 (configuration not stated)	0.906	-3.1	-2.5	1.02	20.2	-1.1	9.4	-0.1	-4.6
CCOC(=O)C1CCN(c2ccc(Cl)nn2)CC1	1.07	6.0	-2.9	1.03	23.2	-4.2	-6.6	2.1	3.1

Additional records
mol	hIAP act	APOBEC3A inh	mIAP inh	mIAP act	NLRP3 yeast inh	MIN6 prolif	hIAP inh	SENP1 FRET inh	APOBEC3G inh
Cn1c(SCC(=O)NCCN2C(=O)CSC2=O)nc2ccccc2c1=O	1.27	-4.0	2.3	0.977	-13.3	-1.3	-26.8	2.1	-4.3
Cc1ccc(CN(Cc2cc3cc4c(cc3[nH]c2=O)OCCO4)Cc2nnnn2Cc2ccco2)cc1	1.04	33.8	29.1	0.709	16.0	-3.0	-4.4	-25.1	16.0
CCCOc1ncnc2c1sc1nc3c(cc12)COC(C)(C)C3	0.962	1.9	-3.3	1.03	7.2	-3.1	3.8	-2.8	-9.6
COc1cc(-c2cc(C(=O)Nc3cccc(C(C)=O)c3)c3ccccc3n2)cc(OC)c1OC	0.802	-3.4	9.0	0.91	17.7	-3.3	19.8	0.7	-2.0

Filtered by structure, the compounds so far containing a nitro group on carbon.
mol	hIAP act	APOBEC3A inh	mIAP inh	mIAP act	NLRP3 yeast inh	MIN6 prolif	hIAP inh	SENP1 FRET inh	APOBEC3G inh
O=C(Nc1nc2c(F)cccc2s1)c1ccc([N+](=O)[O-])o1	1.05	-1.2	7.6	0.924	8.2	-6.2	-5.5	-2.3	-1.1
O=[N+]([O-])c1ccc2nc(-c3ccc(OC(F)F)cc3)cn2c1	0.938	6.4	-6.5	1.06	26.7	-2.9	6.2	-12.1	0.2
COc1ccc2c(CC(=O)OCC(=O)Nc3ccccc3[N+](=O)[O-])coc2c1	0.896	-3.5	12.4	0.876	15.1	1.5	10.4	1.0	-1.2
Cc1nn(C)c(NC(=O)c2ccc([N+](=O)[O-])cc2)c1Cl	1.1	1.1	3.0	0.97	20.0	-2.3	-10.2	3.0	-4.7

As a working copy, 2 of the compounds above:
mol	hIAP act	APOBEC3A inh	mIAP inh	mIAP act	NLRP3 yeast inh	MIN6 prolif	hIAP inh	SENP1 FRET inh	APOBEC3G inh
CCCOc1ncnc2c1sc1nc3c(cc12)COC(C)(C)C3	0.962	1.9	-3.3	1.03	7.2	-3.1	3.8	-2.8	-9.6
COc1cc(-c2cc(C(=O)Nc3cccc(C(C)=O)c3)c3ccccc3n2)cc(OC)c1OC	0.802	-3.4	9.0	0.91	17.7	-3.3	19.8	0.7	-2.0
